Rab7 wt GTP bind – alters GTP binding to wildtype dog Rab7; AID 758; hit rate 0.055% among 190,000; GST-Rab7 beads, fluorescent GTP binding, flow cytometry; actives lie on both sides; untreated = 100%, excess cold GTP = 0%; GTP binding activity (percent of control), % at 10 µM;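 active means fluorescent GTP binding to Rab7 beads changed by at least 20 points from the 100% baseline, either direction, mostly lower; inconclusive means compound itself probably fluorescent, or too few beads counted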;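 further: median green fluorescence of bound Bodipy-FL-GTP per Rab7 bead population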
HRas wt GTP bind – modulators of GTP binding to human HRas wildtype | P01112 | GST-Ras wt beads, Bodipy-FL-GTP binding, flow cytometry; actives lie on both sides | GTP binding activity, % at 10 µM | hit rate 0.14% among 190,000;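 active means GTP binding activity at least 20% away from the 100% baseline, either lowered as inhibitor or raised as activator; inconclusive means flagged as likely green fluorescent, judged across all proteins in the well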;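 further: 0% = unlabeled GTP competition control and 100% = no-compound control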
Target sequence (P01112 whole entry, looked up): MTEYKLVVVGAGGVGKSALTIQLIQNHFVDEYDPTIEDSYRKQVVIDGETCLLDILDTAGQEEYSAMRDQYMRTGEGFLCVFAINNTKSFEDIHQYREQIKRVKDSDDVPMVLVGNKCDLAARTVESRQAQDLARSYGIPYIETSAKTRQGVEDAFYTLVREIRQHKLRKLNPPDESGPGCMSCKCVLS
Rac1 mut GTP – human Rac1 activated mutant GTP binding change; percent activity (GTP binding), % at 10 µM; P63000; hit rate 0.11% among 190,000; GST-Rac1 activated beads, fluorescent GTP binding, flow cytometry; actives lie on both sides; 100% means binding = to untreated wells;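 active means GTP binding at least 20 percentage points away from the 100% baseline, in either direction, so actives lie on both sides; inconclusive means Compound likely fluorescent itself, or too few beads counted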
Mcl1 Bid PPI – Mcl-1/Bid interaction inhibition | hit rate 0.97% among 220,000 | AID 1021 | TR-FRET Mcl-1/Bid-Dy647 peptide binding, 1536-well | Q07820 | inhibition, % at 21.7 µM;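 active means compounds that cut the binding signal by more than half at the single screening dose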;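 further: His-tagged Mcl-1 with europium anti-His antibody binding Bid BH3 peptide; 0% = Mcl-1 plus peptide wells and 100% = peptide-only wells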
Target sequence (Q07820 whole entry, looked up): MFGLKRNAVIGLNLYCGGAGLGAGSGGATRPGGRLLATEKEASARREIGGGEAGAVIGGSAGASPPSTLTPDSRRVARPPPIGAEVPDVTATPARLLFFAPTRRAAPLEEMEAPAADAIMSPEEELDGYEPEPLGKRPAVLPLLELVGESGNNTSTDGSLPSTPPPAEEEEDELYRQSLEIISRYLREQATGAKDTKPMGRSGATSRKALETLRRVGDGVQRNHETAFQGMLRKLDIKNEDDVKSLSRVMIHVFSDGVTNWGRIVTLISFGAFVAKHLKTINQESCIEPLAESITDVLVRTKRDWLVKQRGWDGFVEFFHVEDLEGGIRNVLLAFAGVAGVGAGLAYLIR
Mcl-1 Bim block – inhibitors of Bim-Mcl-1 interaction, human; hit rate 0.1% among 190,000; inhibition, % at 10 µM; Bead-based flow cytometry, Bim peptide-Mcl-1 binding; in the data active means inhibition above about 40%;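 further: 0% = no compound tracer wells and 100% = peptide blocker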
Avidin fluor – compound fluoresces at 488/530 nm on avidin beads; compound fluorescence 488/530 nm, flow cytometry; active compounds read high; fluorescence (KMESF) at 10 µM; hit rate 0.38% among 220,000; in the data active means fluorescence above about 47; further: inactives centre near 10
Pf gametocyte – inhibitors of late stage P. falciparum gametocyte viability | P. falciparum stage V gametocytes, ATP luminescence, 24 h | AID 743093 | hit rate 0.065% among 150,000 | inhibition, % at 10.9 µM;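 active means inhibition above the mean plus 3 SD of compounds within the control limits, set per campaign, cut at about 38% in these data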;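 further: 0% = DMSO wells and 100% = medium only without gametocytes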
Rac1 wt GTP bind – alters GTP binding to wildtype human Rac1; P63000; GST-Rac1 beads, fluorescent GTP binding, flow cytometry; actives lie on both sides; 0 = cold GTP competed, 100 = untreated; GTP binding activity (% of control), % at 10 µM; hit rate 0.27% among 190,000;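 active means GTP binding activity at least 20 points away from the 100% control level, either lower or higher; inconclusive means compound flagged as likely green fluorescent, judged across all proteins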
Rab2A wt mod – changes GTP binding to wildtype dog Rab2A, up or down; P61105; GST-Rab2 wt beads, Bodipy-GTP binding, flow cytometry; GTP binding activity, % at 10 µM; hit rate 0.19% among 190,000; AID 760;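 active means GTP binding activity at least 20 points away from 100%, either lowered or raised; inconclusive means signal likely due to the compound's own green fluorescence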;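 further: 0% = beads with excess unlabeled GTP and 100% = no-compound control corrected for plate trend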
Cdc42 wt – changes GTP binding to wildtype human Cdc42 | percent activity (GTP binding), % at 10 µM | GST-Cdc42 beads, Bodipy-GTP binding, flow cytometry; actives lie on both sides | AID 761 | P60953 | hit rate 0.2% among 190,000;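 active means percent activity GTP binding at least 20 points away from the 100% baseline, either down as inhibitor or up as activator; inconclusive means compound flagged as likely green fluorescent from well-wide comparison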;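 further: median bead fluorescence of bound Bodipy-FL-GTP at 100 nM; 0% = excess unlabeled GTP control and 100% = no compound control; below 100% means less GTP binding so inhibitor and above means activator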
Target sequence (P60953 whole entry, looked up): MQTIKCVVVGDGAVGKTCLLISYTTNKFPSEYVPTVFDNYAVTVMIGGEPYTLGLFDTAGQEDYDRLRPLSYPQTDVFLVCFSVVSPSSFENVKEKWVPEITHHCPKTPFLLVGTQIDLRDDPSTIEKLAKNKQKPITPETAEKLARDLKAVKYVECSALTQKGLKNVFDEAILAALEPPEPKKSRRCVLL
Mcl1-Noxa inh – disrupts binding of human Mcl-1 to Noxa peptide; Q07820; TR-FRET Mcl-1/Noxa peptide binding, 2 h; inhibition, % at 21.7 µM; hit rate 1.5% among 220,000;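 active means compounds that cut the protein-peptide binding signal by more than 50% relative to plate controls in a single-dose test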;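 further: His-tagged Mcl-1 with rhodamine Noxa BH3 peptide and terbium anti-His antibody; 0% = Mcl-1 plus Noxa peptide wells and 100% = peptide-only wells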
Numbers without * were called inactive; ? = inconclusive; . = no result given.

entry	SMILES	Rab7 wt GTP bind	HRas wt GTP bind	Rac1 mut GTP	Mcl1 Bid PPI	Mcl-1 Bim block	Avidin fluor	Pf gametocyte	Rac1 wt GTP bind	Rab2A wt mod	Cdc42 wt	Mcl1-Noxa inh
1	Cc1ccc(S(=O)(=O)N2CCC(=O)N(C(CO)Cc3ccccc3)CC2)cc1 (configuration not stated)	101	100	99	6	0	9	.	104	99	101	5
2	CCOC(=O)N1CCN(C(=O)CSc2nnc(-c3c[nH]c4ccccc34)n2CCOC)CC1	98	99	102	-31	-3	13	-14	102	99	104	4
3	Cc1cc(C(C)(C)C)oc1C(=O)N(CC(=O)NC1CCCC1)Cc1ccccc1	97	98	95	-4	0	8	.	99	96	98	-15
4	NC(=O)Cn1nnc(-c2ccc(CN3CCCCC3)cc2)n1	98	96	95	-23	0	10	-8	99	98	97	-8
5	CN1CCN(NC(=S)NC2CCCCC2)CC1	98	99	100	-47	-1	15	22	104	99	100	-9
6	COC(=O)CCCCNC(=O)Nc1ccccc1	96	99	96	-3	0	11	-5	98	96	100	-3
7	COc1ccc(NC(=O)Cc2c(SC)c3ccccc3n2Cc2ccccc2)cc1	?	?	?	-4	-4	15	.	?	?	?	78*
8	O=C(NNC(=O)c1cc(-c2ccc(Cl)c(Cl)c2)nc2ccccc12)Nc1ccccc1	99	100	95	-1	-1	17	-10	97	98	99	15
9	CCOC(=O)C(C)Sc1nc2c(c(=O)[nH]c(=O)n2C)n1C/C=C(/C)Cl (configuration not stated)	96	99	99	-26	-8	13	4	100	99	100	1
10	CC1=C(C(=O)OCCOc2ccccc2)C(c2ccc(C)o2)C2=C(CC(C)(C)CC2=O)N1 (configuration not stated)	99	100	99	-27	-1	11	.	103	95	98	11
11	COc1ccccc1NC(=O)c1ccc(NS(=O)(=O)c2cccc3cccnc23)cc1	94	97	97	-18	-2	13	4	99	98	97	15
12	Clc1ccc(CSc2ccc(-c3ccccn3)nn2)cc1	91	93	95	-2	-1	13	15	96	93	97	9
13	O=C1c2ccccc2C(=O)N1CSc1nnc(Nc2ccccc2)s1	98	97	93	-46	2	7	-1	97	96	97	11
14	O=C(CCS(=O)(=O)c1cccs1)Nc1ccc(C(=O)NCc2ccccc2)cc1	100	101	101	-23	-3	11	-2	108	99	105	-2
15	C/C(=N\NC(=O)c1ccc(N(C)C)cc1)c1ccc(C)c(C)c1	101	99	97	-33	-4	24	-1	104	98	104	15
16	O=C(CCn1c(=O)oc2ccccc21)NCCN1CCc2ccccc2C1	101	98	95	-15	0	12	-19	97	98	99	8
17	COc1ccc(CNC(=O)C(=O)NCc2cccnc2)cc1	109	102	94	-14	-1	10	1	105	104	95	19
18	O=C(NCCCN1CCOCC1)c1ccc(CS(=O)(=O)Cc2ccccc2Cl)o1	97	97	96	-33	-1	9	.	99	97	98	-16
19	O=S(=O)(Nc1ccc(Cc2ccncc2)cc1)c1ccc(Br)s1	98	101	97	11	-1	8	-7	101	101	103	2
20	Cc1ccc2cccc(Oc3ncnc4sc(C)c(C)c34)c2n1	95	98	101	6	-12	17	-4	101	99	101	1
21	CCOC(=O)CSc1nc2ccccc2n1CC(=O)N1CCN(c2ccccc2)CC1	97	99	96	-8	-1	24	.	99	97	93	0
22	Cc1cc(C)c(S(=O)(=O)N(CC(=O)O)CC(=O)O)c(C)c1	97	99	98	-12	-2	2	11	99	98	98	12
23	CN(C)S(=O)(=O)NCCNC(=O)c1cc(OCC(F)(F)F)ccc1OCC(F)(F)F	102	94	93	-20	0	22	-3	90	96	95	4
24	Cn1c(NNC(=O)c2ccc(C(C)(C)C)cc2)cc(=O)n(C)c1=O	101	98	100	-16	-7	13	3	101	98	102	-2
25	NC(=O)c1ccsc1NC(=O)c1nc(-c2ccccc2)n(-c2ccccc2)n1	103	101	97	-28	-8	37	.	102	100	102	1
26	Cc1ccc(NC(=O)CN2CCc3ccccc3C2)cc1S(=O)(=O)N(C)C	95	97	94	11	-3	8	-32	96	97	96	19
27	O=C(CSc1nnc(CNC(=O)c2c(F)cccc2Cl)o1)c1ccccc1	95	99	99	-3	-4	33	.	103	98	103	5
28	COC(=O)c1ccc(C(=O)OC)c(NC(=O)CN2CCCCC2)c1	104	100	95	-24	1	10	1	100	102	96	0
29	COc1cc(OC)cc(-c2nnc(SCC(=O)N(Cc3ccccc3)C(C)(C)C)o2)c1	100	101	102	4	-4	6	.	107	103	102	2
30	Cn1c(CCN2CCCCC2)nc2cc(NS(=O)(=O)c3ccccc3)ccc21	99	98	99	-28	-3	11	.	105	99	102	16
31	CC1(C(=O)O)Oc2cccnc2NC1=O (configuration not stated)	105	97	96	-17	-2	25	11	99	96	99	26
32	COc1cc(C2=NOC(C(=O)NCc3cccs3)C2)cc(OC)c1OC (configuration not stated)	102	101	98	-13	-4	10	.	106	102	101	10
33	N/C(=N\OC(=O)C12CC3CC(CC(C3)C1)C2)c1ccccc1	101	102	103	-20	0	14	.	108	101	104	-22
34	Cc1cccc(NC(=S)N(CCN(C)C)Cc2cc3cc(C)ccc3[nH]c2=O)c1	98	99	98	-6	0	9	1	103	99	100	3
35	C/C=C(\C)c1nnc(NC(=O)c2ccco2)s1	101	100	97	-14	-3	11	.	101	100	97	6
36	CN(Cc1cccs1)C(=O)Cc1c[nH]c2ccccc12	98	96	100	-35	-1	25	.	103	98	100	-9
37	C/C(N)=C(/C#N)C(=O)COC(=O)[C@@H](NC(=O)c1ccccc1Cl)C(C)C	99	96	96	-4	2	25	-10	100	97	92	3
38	CN(CC(=O)Nc1ccc2c(c1)CCC2)CC(=O)Nc1ccccc1Br	93	95	94	-8	1	10	39*	95	94	94	21
39	CCc1ccc(OCCOCC(O)CNC(C)(C)C)cc1 (configuration not stated)	102	101	97	-1	-6	13	2	102	100	101	-2
40	Cc1ccc(CSCCNC(=O)CN(c2cccc([N+](=O)[O-])c2)S(C)(=O)=O)cc1	104	99	98	-35	-1	8	-4	101	97	97	18
41	CC1CCCCN1C(=O)c1ccccc1NC(=O)c1ccco1 (configuration not stated)	97	96	97	-6	-8	30	-7	102	99	100	14
42	O=C(COC(=O)CCCc1nc2ccccc2s1)NC(=O)NCc1ccco1	103	100	97	-24	-3	11	16	102	99	100	11
43	O=Cc1ccnc(-c2ccc(OC(=O)c3ccco3)cc2)n1	94	95	96	-8	0	11	-14	94	96	96	1
44	O=S(=O)(NCCSCc1c(Cl)cccc1Cl)c1ccc2c(c1)OCCO2	99	101	99	-16	4	8	8	101	99	101	-12
45	CN(CCc1ccccn1)C(=O)CCC1CCCN(C(=O)c2ccc3c(c2)OCCO3)C1 (configuration not stated)	96	96	95	-52	-1	7	.	97	97	97	-12
46	N=C(N)SCc1ccccn1	100	97	98	28	-4	4	0	103	99	100	37
47	Cc1ccc(S(=O)(=O)c2c(COC(=O)c3ccc(Cl)cc3)c(-c3ccccc3)nn2C)cc1	99	98	97	10	15	3	.	94	99	97	17
48	C=CCNCCOc1ccc(C(C)(C)c2ccccc2)cc1	100	104	101	4	-3	6	2	105	105	103	13
49	COc1cc(CCC(=O)N2CCN(S(=O)(=O)c3ccc(C)c(C)c3)CC2)cc(OC)c1OC	102	104	101	-9	0	35	.	104	104	107	0
50	CC(=O)Nc1cccc(C(=O)/C=C/c2ccc(/C=C/C(=O)c3cccc(NC(C)=O)c3)cc2)c1	100	101	102	59*	-5	23	-5	106	97	101	45
51	O=C(/C=C/c1nc2ccccc2s1)N1CCCCCC1	106	97	96	-8	2	11	15	100	98	96	0
52	CN(C)S(=O)(=O)c1cccc(NC(=O)CSc2nc3c(cc2C#N)C(=O)CC(C)(C)C3)c1	99	93	94	17	1	6	.	97	92	95	9
53	O=C(Nc1cccnc1Cl)c1ccc2c(Cl)c3c(nc2c1)CCC3	99	98	98	7	-1	12	-4	101	97	98	15
54	CCCCC(=O)Oc1ccccc1C1SCc2cc(C)c(C)cc2CS1	97	98	98	8	0	32	-9	100	99	98	15
55	C=CC[N+]1(CC=C)CCOCC1	103	98	95	-14	4	11	-3	96	99	98	2
56	Cc1ccc(C(=O)Nc2nc3ccc(S(C)(=O)=O)cc3s2)s1	100	100	97	-27	3	17	14	98	98	97	12
57	COc1ccc(OC)c(N2CC(O)(c3cccs3)[N+]3=C2SCCC3)c1 (configuration not stated)	105	101	96	-24	-25	22	.	98	98	95	-7
58	CCNc1ccc(Br)cc(C(=O)/C=C/c2ccc(Cl)cc2)c1=O	105	101	96	20	5	3	.	104	97	97	82*
59	Cn1c(=O)c2c(ncn2CC(=O)Nc2ccccc2)n(C)c1=O	101	101	98	-32	0	9	.	104	100	101	0
